Screening data as filed in PubChem.
PGE2 EP2 inh: human EP2 receptor antagonists, primary screen, TR-FRET cAMP, C6 glioma cells; C6 glioma cells expressing human EP2; cells stimulated with saturating PGE2; actives 0.52% (n = 260,000); inhibition, % at 25 µM; Prostaglandin E2 receptor EP2 subtype (Homo sapiens), P43116;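 active = percent inhibition above 40 after rounding to a whole number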;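 also: rat C6 glioma host cells with rolipram phosphodiesterase inhibitor present; the protocol text gives 20 µM as final concentration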
Target sequence (P43116 whole entry, looked up): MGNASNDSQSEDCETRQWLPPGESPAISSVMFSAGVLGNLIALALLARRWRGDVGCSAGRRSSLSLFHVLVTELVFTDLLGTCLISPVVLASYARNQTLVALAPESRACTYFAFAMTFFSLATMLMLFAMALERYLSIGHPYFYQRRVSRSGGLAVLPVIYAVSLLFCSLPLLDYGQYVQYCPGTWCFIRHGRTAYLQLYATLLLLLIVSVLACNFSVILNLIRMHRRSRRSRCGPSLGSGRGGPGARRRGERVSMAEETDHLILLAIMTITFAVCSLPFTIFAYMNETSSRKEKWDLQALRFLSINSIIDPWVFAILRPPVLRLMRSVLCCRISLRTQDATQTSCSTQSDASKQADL
Active calls of the source: *. Not all compounds are listed, so the mix of outcomes need not match the whole.

SMILES | PGE2 EP2 inh
O=C(/C=C/c1ccc(Cl)cc1Cl)c1ccc2c(c1)OCCO2 | 10.4
CN(CCc1ccccn1)c1ccc2c(c1)C(=O)c1ccccc1-2 | 74.6*
COc1ccc(C2=C/C(=C\c3cccc4ccccc34)C(=O)O2)cc1OC | 9.2
Cn1c(=O)oc2cc(S(=O)(=O)NCc3ccccc3CN3CCOCC3)ccc21 | 2.1
Cc1ccc(-c2cc(N)c(=O)n(CC(=O)NC3CCCCCCC3)n2)o1 | 5.0
COc1ccccc1CN(Cc1cc2cc(C)ccc2[nH]c1=O)C(=O)N(C)C | 9.8
O=C(CN1CCC(NC(=O)NC23CC4CC(CC(C4)C2)C3)CC1)Nc1ccc2c(c1)OCO2 | 10.7
CC1=C(N2CCOCC2)CCC1=O | 3.7
Cc1ccccc1OCC(=O)Nc1sc(C(=O)N2CCCCC2)c(C)c1C#N | 10.4
CCCOc1ccc(C(=O)Nc2sc(C)c(C)c2C#N)cc1 | 12.9
CC(=O)Nc1ccc(NC(=O)c2ccccc2)nc1 | 11.9
COc1ccc(C2C=C(c3ccc(F)cc3)Nc3ncnn32)cc1OC (configuration not stated) | 9.6
Cn1c(=O)c2c(nc(N/N=C/c3ccccc3C(=O)O)n2C)n(C)c1=O | 44.5*
C#CCOc1ccc(/C=C2/C(C)=C(C#N)c3nc(N)c(C#N)c(C)c32)cc1OC | 10.7
CCc1nn(CC(N)=O)c(=O)c2cc3sc(C)cc3n12 | -0.1
Cc1cccc(C(=O)O)c1O | 10.5
Cc1nc2c(c(=O)[nH]1)CCN(Cc1cn[nH]c1-c1cccs1)C2 | 4.5
Cc1ccc2[nH]c(=O)c(CN(CC3CCCO3)C(=O)Nc3cccc(Cl)c3)cc2c1 (configuration not stated) | 11.3
CC(=O)c1csc(NC(=O)c2cc3ncc(C(C)=O)c(C)n3n2)n1 | 10.8
COc1ccccc1C1(NC(=O)CCn2ccnc2-c2ccccc2)CCCC1 | 4.9
Cc1cccc(C(=O)N(Cc2cccnc2)Cc2cc3cc(C)ccc3n3nnnc23)c1 | 5.7
O=C(O)c1ccc([N+](=O)[O-])c(P(=O)(O)O)c1 | 9.3
C=CCN1C(=O)C2C(C(=O)NC3CCCCC3C)C3(C)C=CC2(O3)C1C(=O)NC(C)(C)C (configuration not stated) | 2.4
COc1cccc(N2[C@@H](CC(C)=O)c3ccccc3S2(=O)=O)c1 | 1.7
Cc1nc2cc(C(=O)N3CCC(c4ccncc4)CC3)ccc2n1-c1ccccc1 | 7.6
O=C(Oc1ccc(Cl)cc1)N1CCOCC1 | 19.0
COc1ccc(CN2[C@@H](CC(=O)O)c3cc(C(F)(F)F)ccc3S2(=O)=O)cc1 | 13.2
COc1cc(NC(=O)Cn2nc(-c3ccc(C)o3)cc(N)c2=O)cc(OC)c1 | -2.0
COc1ccc(CCNC(=O)CSc2nc3c(C)cccc3cc2C)cc1OC | 8.8
CCn1c(SCC(=O)Nc2cccc3ccccc23)nnc1-c1ccncc1 | 8.3
COC(=O)C[C@H]1c2cc(F)cc(F)c2S(=O)(=O)N1C1CCN(Cc2ccccc2)CC1 | -0.9
CCN(CC)CCN(Cc1cc2cc(C)cc(C)c2[nH]c1=O)C(=S)Nc1ccccc1 | 15.0
Cc1nc2c(c(=O)[nH]1)CCN(Cc1ccccc1)C2 | 8.4
Cc1ccc2c(c1)cc(CN(C(=O)c1ccccc1F)C1CCCC1)c1nnnn12 | 9.8
Cc1cccc(NC(=S)N(Cc2ccco2)Cc2cc3cc(C)ccc3[nH]c2=O)c1 | 6.7
O=C(Cc1cccs1)N1CCC[C@H](Cn2nc(-c3cccs3)ccc2=O)C1 | 7.0
Cc1nn(CC(=O)Nc2cccc3ncccc23)c(=O)c2ccccc12 | 6.8
Cc1cc(C)nc(SCc2nnc(SCC(=O)N3CCCC3)n2Cc2ccco2)n1 | 9.0
CNC(=O)c1cc2c(=O)n3cc(C)ccc3nc2n(CCN2CCOCC2)c1=N | 9.1
COCc1cc(=O)n2[nH]cc(-c3ccc(Cl)cc3)c2n1 | 13.7

Copied from the list:
Value of CCn1c(SCC(=O)Nc2cccc3ccccc23)nnc1-c1ccncc1 under PGE2 EP2 inh: 8.3
Value of O=C(O)c1ccc([N+](=O)[O-])c(P(=O)(O)O)c1 under PGE2 EP2 inh: 9.3
Value of Cc1cccc(NC(=S)N(Cc2ccco2)Cc2cc3cc(C)ccc3[nH]c2=O)c1 under PGE2 EP2 inh: 6.7
Value of Cc1nn(CC(=O)Nc2cccc3ncccc23)c(=O)c2ccccc12 under PGE2 EP2 inh: 6.8
Value of CNC(=O)c1cc2c(=O)n3cc(C)ccc3nc2n(CCN2CCOCC2)c1=N under PGE2 EP2 inh: 9.1

Next part:
SMILES | PGE2 EP2 inh
CC1CCN(C(=O)CSc2nc(-c3ccco3)cc(C(F)(F)F)n2)CC1 | 12.0
C#CCOCCOCCOCCNc1nc(N2CCN(C(=O)C([C@@H](C)CC)n3cc(C(N)COC(=O)C(F)(F)F)nn3)CC2)nc(N2CCN(C(=O)[C@H](Cc3cc4ccccc4[nH]3)n3cc(C(N)CO)nn3)CC2)n1 (some centres not stated) | 7.8
O=C(O)CSc1ccc(-c2nc3ccccc3[nH]2)cn1 | 8.2
CCc1nn(C(C)C(=O)O)c(=O)c2cc3ccsc3n12 (configuration not stated) | 3.5
COc1ccc(/C(O)=C2/C(=O)C(=O)N(C)C2c2ccccc2OC)cc1OC (configuration not stated) | 7.1
COC(=O)CCC(=O)OC1(C)C(=O)C2=CN(c3ccc(OC)cc3)C(c3ccc(OC)cc3)=CC2=C(Br)C1=O (configuration not stated) | 15.8
Cc1ccc2cc(CN(C(=O)C3CCC3)C3CCCCC3)c3nnnn3c2c1C | 11.4
COCCn1c(SCC(=O)Nc2cccc3ccccc23)nnc1-c1ccoc1C | 7.7
Cc1cc(NC(=O)C2C3C(=O)N(Cc4ccccc4F)C(C(=O)NC(C)(C)C)C34C=CC2(C)O4)no1 (configuration not stated) | 19.8
COC(C(=O)N1CCc2nc(N3CCCCC3)[nH]c(=O)c2C1)c1ccccc1 (configuration not stated) | 6.4
Cc1c(C(=O)NC2(c3ccccc3F)CCCC2)sc2ncn(C)c(=O)c12 | 2.6
CC(=O)Oc1cc(O)c2c(=O)c(OC(C)=O)c(-c3ccc(OC(C)=O)c(OC(C)=O)c3)oc2c1 | 16.5
Cc1ccc(NC(=S)N(Cc2cc3ccc(C)c(C)c3[nH]c2=O)C2CCCC2)cc1 | 10.2
O=C1CC(c2ccc(O)cc2)Oc2cc(O)ccc21 (configuration not stated) | 28.4
Cc1cc(C(F)F)n2nc(C(=O)N3C4CCC3CC(c3ccc(F)cc3)C4)nc2n1 (configuration not stated) | 7.7
COc1ccc(CN2CCC(O)(c3ccccc3F)CC2)cc1CN1CCOCC1 | 7.0
Cc1c(C)c(C)c(CC2(C)CSC2)c(CC2(C)CSC2)c1C | 8.3
Cc1cccc(-n2cccc2CN(CCCn2ccnc2)Cc2cccc(F)c2)n1 | 7.3
Cc1ccc(C)c(N(CC(=O)NCC2CCCO2)S(C)(=O)=O)c1 (configuration not stated) | 7.2
CCCc1nn(-c2ccccc2)c2c1C(c1ccc(OC)c(OCC)c1)C(C#N)=C(N)O2 (configuration not stated) | 10.5

Some of the entries so far, with tabs:
mol	PGE2 EP2 inh
Cc1ccc(NC(=S)N(Cc2cc3ccc(C)c(C)c3[nH]c2=O)C2CCCC2)cc1	10.2
O=C1CC(c2ccc(O)cc2)Oc2cc(O)ccc21 (configuration not stated)	28.4

Following part:
SMILES | PGE2 EP2 inh
Cc1cc2cc(C(c3nnnn3C(C)(C)C)N3CCN(c4ccccc4)CC3)c(=O)[nH]c2cc1C (configuration not stated) | 9.4
Cc1ccc(NC(=O)CSc2n[nH]c(C)n2)c(C)c1 | 11.4
COc1cc(C2/C(=C(/O)c3ccccc3)C(=O)C(=O)N2CC#N)ccc1O (configuration not stated) | 10.6
CC(C)c1nnc(NC(=O)Cc2c(F)cccc2Cl)s1 | 8.5
COc1ccc(-n2c(SCC(=O)N3CCCCC3C)nnc2-c2ccncc2)cc1 (configuration not stated) | 16.6
O=C(CS(=O)CC(=O)Nc1ccc2c(c1)OCCO2)Nc1ccc(Cl)cc1 (configuration not stated) | 4.2
CCC(CN1CCC(C)CC1)NC(=O)Cc1c(C)nn(-c2ccccc2C)c1C (configuration not stated) | 6.3
O=c1[nH]c(=O)c2cc(S(=O)(=O)Nc3ccc(N4CCCCCC4)cc3)ccc2[nH]1 | 6.3
C#CCOCCCC(=O)O | 9.6
COc1ccc(-c2cc(C)[nH]c(=S)c2C#N)cc1 | 11.4
CCc1cc2cc(C)ccc2nc1SCC(=O)NCCc1ccc(OC)c(OC)c1 | 6.7
Cc1cc(C)c2cc(C)c(SCC(=O)N3CCCC3)nc2c1 | 10.8
N#CC1=C(N)OC2=C(C(=O)CCC2)C1c1cc(Br)ccc1OCc1ccccc1 (configuration not stated) | 11.4
O=S(=O)(c1ccccc1Cl)N1CCC(n2nnc3ccccc32)CC1 | 11.7
N[C@@](CCc1ccccc1)(C(=O)O)c1ccccc1 | 13.6
CCOc1ccc2[nH]c(=O)c(CN(Cc3cccnc3)C(=S)NCc3ccco3)cc2c1 | 17.7
Cc1cc[n+](CC(O)COc2ccccc2)cc1 (configuration not stated) | 14.4
O=C(c1cc(Cl)ccc1Cl)N1CCCC1 | 8.4
COc1ccccc1N1CCN(CC(O)c2ccc3c(c2)OCCCO3)CC1 (configuration not stated) | 7.6
CCOc1ccc(C(=O)Nc2nnc(Cc3ccc(OC)c(OC)c3)s2)cc1 | 8.8
COc1ccc(S(=O)(=O)N(Cc2cccs2)Cc2cc3cc(C)ccc3[nH]c2=O)cc1 | 12.1
COc1cccc(C2Nc3c(C)cc(C)cc3-c3cc(C)nn32)c1O (configuration not stated) | 10.1
O=C(Nc1ccc2snnc2c1)NC1CC1 | 8.9
COc1ccc(N(C(=O)c2ccn[nH]2)C(C(=O)NC2CCCC2)c2ccc(F)cc2)cc1 (configuration not stated) | 17.1
Cc1cccc(NC(=S)N(Cc2cc3c(C)cc(C)cc3[nH]c2=O)CC2CCCO2)c1 (configuration not stated) | 7.0
CC(CN(C)Cc1ccccc1)OC(=O)c1ccco1 (configuration not stated) | 8.3
CN(C)CCCNC(=S)N1CCC(C(=O)c2ccc(Cl)cc2)CC1 | 4.4
CC1CCN(c2nc3c(c(=O)[nH]2)CCN(Cc2ccc(O)cc2)C3)CC1 | 1.4
CC(=O)Nc1ccc(NC(=O)CSc2nnc3c(C)cc4cc5c(cc4n23)OCCO5)cc1 | 7.7
COc1ccc(OC)c(NC(=O)CSc2nnc3c(C)cc4ccccc4n23)c1 | 7.5
Cc1ccc(CNC(=O)C2CCCN(c3nc4ccccc4s3)C2)cc1 (configuration not stated) | 7.0
COc1ccc(-c2cc(C(F)(F)F)nc(SCC(=O)NCc3ccc(C)cc3)n2)cc1OC | 25.1
CS(=O)(=O)Nc1ccc(C(=O)CC2(O)C(=O)Nc3ccccc32)cc1 (configuration not stated) | 11.5
CC(=O)N1CCCc2cc(C(O)CN3CCN(c4cccc(Cl)c4)CC3)ccc21 (configuration not stated) | 5.3
O=C(Nc1sc(NC(=O)c2ccco2)nc1-c1cccs1)c1ccccc1 | 8.0
Cc1nc(SCC(=O)N(C(C)C)C(C)C)c2c(C)c(C)sc2n1 | 11.8
CCOc1ccc(-n2c(SCC(=O)Nc3ccc(F)cc3)nnc2-c2cccnc2)cc1 | 11.4
COc1ccc(C)cc1N(C(=O)Cn1nnc(-c2ccc(C)cc2)n1)C(C)C(=O)NC1CCCC1 (configuration not stated) | 15.6
Cc1ccc(Cc2cnc(NC(=O)C3=NCCN3)s2)cc1Cl | 9.0
Cc1ccnc(SCC(=O)Nc2ccccc2Cl)n1 | 13.1
O=C(CN1CCC(n2cnc3cccnc32)CC1)Nc1ccccc1N1CCOCC1 | 6.0
CCOc1ccc2[nH]c(=O)c(CN(Cc3nnnn3C3CCCCC3)C3CCCC3)cc2c1 | 14.6
C#CCOc1cccc(CN2CCc3[nH]c4ccc(OCC)cc4c3C2)c1 | 8.7
NC(=O)c1csc(-c2ccc(CO)o2)n1 | 6.0
CCc1cc2ccc(C)cc2nc1SCC(=O)Nc1ccccc1F | 9.8
Cc1nc(-c2ccccc2)c(CC(=O)NC(c2ccccc2)c2cccnc2)s1 (configuration not stated) | 10.8
COc1ccc(CC(=O)N2C3CCC2CC(c2ccc(F)cc2)C3)cc1OC (configuration not stated) | 5.4
Cc1ccsc1CN(CCCN1CCOCC1)Cc1ccc(F)cc1 | 4.2
CCn1c(CN2CCc3c(nc(C)[nH]c3=O)C2)nc2ccccc21 | 4.0
Cc1ccc2cc(-c3noc(-c4ccccc4F)n3)c(=O)[nH]c2c1 | 16.6
Cc1nc2c(c(=O)[nH]1)CCN(Cc1ccc3c4ccccc4n(C)c3c1)C2 | 7.1
CCn1c2ccccc2n2c(=O)c(=O)n(CC(=O)N3CCc4ccccc43)nc12 | 6.2
COc1cc(C(=O)Nc2sc3c(c2C#N)CCC(C)C3)cc(OC)c1OC (configuration not stated) | 8.4
CCCC(=O)Nc1cnc(NC(=O)c2ccc(Cl)cc2)cc1C | 8.4
COc1cccc(CN(Cc2ccco2)Cc2nc[nH]c2C)c1 | 5.4
Cc1cc(C)nc(SCC(=O)Nc2cc(Cl)ccc2C)n1 | 12.5
COc1ccc(CN(Cc2ccc3ncccc3c2)CC2CCCO2)c(OC)c1OC (configuration not stated) | 5.6
CCn1c(C(CC(C)C)NC(=O)C2CC2)nc2cccnc21 (configuration not stated) | 10.1
CS(=O)(=O)N(CC(=O)NCc1ccc2c(c1)OCO2)c1cccc(F)c1 | 8.8
CCOC(=O)c1ccc(N2N=C(C(F)(F)F)CC2=O)cc1 | 8.3
COc1ccc2c(c1)cc(C)c1nnc(SCC(=O)OC(C)C)n12 | 14.5

As a short view, six of the compounds above:
SMILES | PGE2 EP2 inh
Cc1cc(C)nc(SCC(=O)Nc2cc(Cl)ccc2C)n1 | 12.5
COc1ccc(CN(Cc2ccc3ncccc3c2)CC2CCCO2)c(OC)c1OC (configuration not stated) | 5.6
CCn1c(C(CC(C)C)NC(=O)C2CC2)nc2cccnc21 (configuration not stated) | 10.1
CS(=O)(=O)N(CC(=O)NCc1ccc2c(c1)OCO2)c1cccc(F)c1 | 8.8
CCOC(=O)c1ccc(N2N=C(C(F)(F)F)CC2=O)cc1 | 8.3
COc1ccc2c(c1)cc(C)c1nnc(SCC(=O)OC(C)C)n12 | 14.5
